NOD1 NF-kB reporter: NOD1 signaling inhibitors, primary screen, cell-based, luminescence, uHTS (AID 1578); NOD1-driven NF-kB luciferase reporter cells, luminescence; higher % means a stronger effect; inhibition, % at 4 µM; hits with a dose series show EC50 in µM; actives 1% (n = 290,000); in the data active = inhibition mostly above about 36%, no sharp cut-off; inactive = mostly below about 34%;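 also: HEK-293T reporter cells stimulated with the NOD1 agonist gamma-tri-DAP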
HEK293 NOD2/NF-kB: NOD2 signaling inhibitors, cell-based, luminescence, uHTS, HEK293 (AID 1566). HEK293 NOD2/NF-kB luciferase reporter, luminescence; higher % means a stronger effect. inhibition, % at 4 µM, or EC50 in µM where a hit was titrated. actives 0.63% (n = 290,000); also: many of its hits are not listed in these tables
NTR1 agonist: agonists of NTR1, primary screen, imaging, U2OS cells, beta-arrestin-GFP, high content (AID 493036); activation, % at 20 µM; NTR1-U2OS beta-arrestin-GFP spot imaging, agonist mode; actives 0.17% (n = 330,000); P30989;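 active = activation at or above 40% of the spot to cytoplasm intensity ratio, with at least 20 cells analyzed; inconclusive = wells under 20 cells, flagged as cytotoxic or low count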;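 also: 0% = DMSO without peptide and 100% = 100 nM NTR1 peptide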
Target sequence (P30989 whole entry, looked up): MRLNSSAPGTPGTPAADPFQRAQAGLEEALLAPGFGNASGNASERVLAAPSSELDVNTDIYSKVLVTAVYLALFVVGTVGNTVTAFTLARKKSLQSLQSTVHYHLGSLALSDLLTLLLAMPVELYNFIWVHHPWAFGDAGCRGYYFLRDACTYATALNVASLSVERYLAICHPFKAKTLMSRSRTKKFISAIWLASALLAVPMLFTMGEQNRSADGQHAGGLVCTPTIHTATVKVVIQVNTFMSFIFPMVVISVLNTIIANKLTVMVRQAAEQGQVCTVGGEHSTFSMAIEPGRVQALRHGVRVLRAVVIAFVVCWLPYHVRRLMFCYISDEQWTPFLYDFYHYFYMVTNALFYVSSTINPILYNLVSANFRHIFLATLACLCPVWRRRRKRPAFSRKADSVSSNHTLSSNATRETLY
KOR beta-arrestin-1: KOR antagonists, beta-arrestin recruitment, cell-based, luminescence, uHTS (AID 1778); KOR beta-arrestin recruitment, luminescence, antagonist mode; higher % means a stronger effect; inhibition, % at 10 µM; hits with a dose series show IC50 in µM; actives 0.091% (n = 290,000); also: strong numbers were not always called active
KOR beta-arrestin-2: KOR agonists, beta-arrestin recruitment, primary screen, cell-based, luminescence, uHTS (AID 1777) | KOR beta-arrestin recruitment, luminescence; higher % means a stronger effect | activation, % at 10 µM, or EC50 in µM where a hit was titrated | actives 0.02% (n = 280,000); in the data active = activation above about 50%, passing the limit was not always enough; also: a part of the inactive calls stands beside numbers as strong as those of hits
GPR55 activation: selective activators of receptor GPR55 – imaging, U2OS cells, beta-arrestin-GFP redistribution, primary screen (AID 1961); U2OS GPR55 beta-arrestin-GFP redistribution imaging; higher % means a stronger effect; activation, % at 10 µM; hits with a dose series show EC50 in µM; actives 0.048% (n = 290,000);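 active = activation above 40% with more than 50 cells counted in the well; inconclusive = wells holding fewer than 50 cells, flagged as toxic or sparse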;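 also: U2OS osteosarcoma cells stably expressing GPR55 and beta-arrestin-GFP; plate controls were DMSO negative control for no effect and LPI positive control for full effect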
T cell modulator: T cell immune modulation candidate | 2C CD8+ T cell-vesicle binding, flow cytometry; stronger effect = lower value | calls only at 7 µM | actives 0.068% (n = 330,000) | AID 2052;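 active = response, share of CD8 T cells binding vesicles, and their 90th percentile fluorescence all below set limits, cut at about 80% in these data, passing the limit was not always enough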
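System: murine 2C transgenic CD8+ T lymphocytes; also added: QL9-loaded Drosophila micro-vesicles; times: binding 1.5 h at 37 °C; measured by: flow cytometry, PE anti-B7-1 (FL2) versus Alexa647 anti-CD8 (FL8), PFA-fixed; control set: Peptide-free naked vesicles (low) and QL9 vesicles with 0.7% DMSO vehicle (high)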
Myeloid diff 2: compounds promoting myeloid differentiation | ER-HoxA9 myeloid progenitors, lysozyme-GFP differentiation, flow cytometry | calls only at 10 µM | actives 1% (n = 360,000);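 active = normalized GFP-positive differentiation at or above the plate's own cutoff, the solvent-only control mean plus 3 SD; inconclusive = no clear call, values can overlap the other calls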;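 also: cells exposed to compound for four days before flow analysis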
GPR55 antagonists: inhibition of LPI-stimulated GPR55 beta-arrestin translocation – imaging, U2OS, beta-arrestin-GFP, LPI agonist, primary screen (AID 2013) | inhibition, % at 10 µM, or IC50 in µM where a hit was titrated | actives 0.13% (n = 290,000) | U2OS GPR55 beta-arrestin-GFP translocation imaging, LPI antagonism; higher % means a stronger effect;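 active = spots per cell inhibited over 60%, with over 100 cells counted and total cytoplasm intensity under 500,000; inconclusive = wells with under 100 cells, flagged as likely toxic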;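 also: U2OS cells stably carrying GPR55 and arrestin-GFP stimulated by 5 µM LPI near EC80; imaged beta-arrestin-GFP aggregate spots per cell after agonist stimulation; plate controls were LPI-stimulated DMSO wells for no effect and DMSO wells without LPI for full effect; some results filed as inactive read as strong as hits; confirmed hits need IC50 under 10 µM and bright autofluorescent wells are also inconclusive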
T cell modulator vesicle-bound %: further read-out of T cell modulator, marked with its call; double positive events, %; measured here: CD8+ vesicle-bound cell fraction;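 binding gate set so that unloaded-vesicle control wells show 10% double positive cells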
NTR1 agonist cell count 20 µM: second read-out of NTR1 agonist, no call of its own (marks repeat the call); cell count; measured here: cell count, cytotoxicity flag
Myeloid diff 2 GFP+ MAC1+ %: second read-out of Myeloid diff 2, no call of its own (marks repeat the call); GFP+ MAC1+ double positive, %; measured here: differentiation confirmed by MAC1 staining
Active calls of the source: *; i = inactive; ? = inconclusive; · = not tested or not shown; + = active, no number; [ ] = dose if it differs, or a comment. Rule as the data show it, unless noted: active = inhibition above about 50%; inactive = the rest. These rows are one share of the data; rates above refer to the full screens.

Order of results – NOD1 NF-kB reporter, HEK293 NOD2/NF-kB, NTR1 agonist, NTR1 agonist cell count 20 µM, KOR beta-arrestin-1, KOR beta-arrestin-2, GPR55 activation, T cell modulator, T cell modulator vesicle-bound %, Myeloid diff 2, Myeloid diff 2 GFP+ MAC1+ %, GPR55 antagonists
- COc1ccnc(Oc2ccccc2)c1C(=O)N/C=N/OCc1ccc(F)cc1Cl
  -5%, 11%, 6.7, 58, -44%, 1.3%, 0.0%, i, 11, ?, ·, 7%
- Cc1cc(NC(=O)CSc2nnc(C)n2-c2ccccc2C)no1
  -4%, 9%, -1.0, 52, -7%, -4.1%, -0.2%, i, 50, i, 0.3, -8%
- Cc1cccc(NC(=O)CSc2nnc(-c3ccc(S(=O)(=O)N4CCCC4)cc3)o2)c1
  -23%, 6%, -0.1, 70, -12%, -4.9%, 0.1%, i, 45, i, 9.5, 15%
- CC1(C)Cc2nc(N3CCOCC3)c(C#N)cc2CO1
  -6%, 2%, -1.0, 102, 20%, -3.0%, -0.1%, i, 22, i, 1.0, 2%
- CCCCCCCC(=O)OC(CN1CCCCC1)CN1CCCC1=O (configuration not stated)
  -10%, 5%, -0.4, 49, -11%, -0.7%, 0.3%, i, 14, i, 6.4, 7%
- CN1CCC(=O)N([C@H](CSc2ccc(Br)cc2)c2ccccc2)CC1
  -12%, -44%, 2.4, 94, 4%, -2.4%, 0.7%, ·, ·, i, 1.4, 4%
- C=CCSc1nc2c(c(=O)[nH]c(=O)n2C)n1Cc1ccc(C)cc1
  0%, 23%, 6.4, 70, 28%, 0.9%, -0.5%, i, 42, i, 4.3, 2%
- O=C1NC(=O)/C(=C\c2ccc(OCc3ccccc3)cc2)S1
  2%, -34%, 1.6, 79, -31%, -4.3%, -0.1%, i, 15, i, 0.3, 2%
- CCOc1ccccc1N1CCN(S(=O)(=O)CC)CC1
  4%, -4%, 1.6, 28, 16%, 13%, -0.2%, i, 32, i, 1.2, 6%
- Oc1cccc(C(=S)N2CCCCC2)c1
  -22%, 4%, -0.5, 35, -25%[20 µM], ·, -0.1%, i, 48, i, 0.1, 13%
- COc1ccccc1CNC(=O)CN(c1ccc(C)cc1)S(=O)(=O)c1c(C)nn(C)c1C
  -12%, 4%, 1.9, 78, -20%, -3.3%, 1.1%, i, 26, i, 0.7, 0%
- O=C(NCNC(=O)c1ccccc1)c1ccccc1
  19%, 20%, 1.2, 49, -3%, -1.8%, 0.8%, i, 62, i, 6.5, 37%
- C=CCOc1ccc(C2C(C(=O)c3ccco3)=C(O)C(=O)N2c2nnc(C)s2)cc1 (configuration not stated)
  6%, -18%, 1.3, 60, -74%[20 µM], ·, 0.2%, i, 41, i, 1.5, 11%
- Cc1cc(C)cc(NC(=O)CSc2nnc(CNC(=O)c3cccs3)o2)c1
  -20%, -1%, 0.0, 51, -14%, 2.1%, -0.1%, i, 56, i, 0.5, 9%
- C(=N\Nc1nc2ccccc2[nH]1)/c1cccc2nccnc12
  -2%, 6%, -0.9, 37, 2%, -1.3%, -0.1%, i, 26, i, 0.5, 4%
- O=C(Nc1ccccc1-c1ccccc1)C(c1ccccc1)c1ccccc1
  0%, -18%, 2.9, 65, 18%, 10%, 0.8%, i, 58, i, 0.4, -3%
- COC(=O)Nc1nc(C)c(C(=O)c2ccccc2)s1
  7%, -25%, -1.0, 35, -2%, -2.4%, 0.1%, i, 61, i, 0.8, -13%
- COC(=O)C1(CO)NC(c2cccs2)C2C(=O)N(c3ccccc3)C(=O)C21 (configuration not stated)
  -21%, -8%, -0.7, 87, 12%, 2.2%, -0.1%, i, 47, i, 0.9, 7%
- C#CC(C)(C)NC(=S)NC1CC2C=CC1C2 (configuration not stated)
  -3%, 12%, 0.5, 52, 15%, -1.0%, -0.2%, i, 30, i, 0.4, 8%
- O=C(N/N=C/c1ccco1)/C(=C/c1cccc([N+](=O)[O-])c1)NC(=O)c1ccccc1
  7%, 15%, 1.2, 62, -5%, 1.1%, 0.0%, i, 43, i, 1.0, ·
- c1cncc(C2OCC3(CO2)COC(c2cccnc2)OC3)c1 (configuration not stated)
  -16%, 22%, -0.2, 44, -16%[20 µM], ·, -0.1%, i, 36, i, 1.1, 15%
- CN(Cc1ccccc1)C(=O)CCC1CCN(C(=O)CCC(F)(F)F)CC1
  -28%, -17%, -0.3, 63, -14%[20 µM], -2.4%, -0.2%, i, 6, i, 0.6, 2%
- Cc1noc(/C=C/c2cccs2)c1S(=O)(=O)N1CCC(C(=O)NCCCN2CCCC(C)C2)CC1 (configuration not stated)
  -16%, 12%, -0.7, 38, -9%, -1.3%, -0.4%, i, 2, i, 0.6, 5%
- COc1ccc(CNC(=O)c2cc(COc3c(F)cccc3F)on2)cc1OC
  39%, 22%, -1.9, 95, -22%, 7.9%, 0.4%, i, 56, i, 0.4, -20%
- CCC(=O)N1CCc2cc(S(=O)(=O)CCC(=O)NCc3cccs3)ccc21
  7%, -4%, -5.1, 82, -38%, 2.4%, 0.1%, i, 39, i, 0.5, -3%
- CC1=C(C#N)C(c2ccoc2)C(C(=O)OCc2ccccc2)=C(N)S1 (configuration not stated)
  -24%, 2%, 4.2, 49, 6%, -2.8%, 0.1%, i, 28, i, 1.1, -8%
- COC(=O)C1=C(C(=O)OC)[C@@H]2N(C)c3ccccc3[C@@]23C[C@@H](C(=O)OC)N(C(=O)c2ccc(Br)cc2)C3=N1
  -3%, 31%, 6.8, 89, 2%, 7.2%, -0.1%, i, 14, i, 1.3, 13%
- Cc1ccc(-n2c(O)cnc2Nc2nc(C)cc(C)n2)cc1
  1%, 23%, 0.9, 56, -11%, -3.6%, 0.3%, i, 17, i, 1.4, 13%
- COc1ccc(NC2CC(=O)N(c3ccc(C(=O)O)cc3)C2=O)cc1 (configuration not stated)
  -26%, 8%, -2.0, 78, -16%, 0.7%, -0.5%, i, 47, i, 0.3, -11%
- COc1ccc(NC(=O)C(c2ccc(OC)cc2)N(C)C(=O)CNC(C)=O)cc1 (configuration not stated)
  5%, -7%, 0.3, 97, -32%, 0.6%, 0.0%, i, 40, i, 0.6, -4%

Additional structures
Order of results – NOD1 NF-kB reporter, HEK293 NOD2/NF-kB, NTR1 agonist, NTR1 agonist cell count 20 µM, KOR beta-arrestin-1, KOR beta-arrestin-2, GPR55 activation, T cell modulator, T cell modulator vesicle-bound %, Myeloid diff 2, Myeloid diff 2 GFP+ MAC1+ %, GPR55 antagonists
- O=S(=O)(c1ccccc1)c1nc(-c2ccco2)oc1NCc1cccnc1
  -26%, 4%, 0.1, 56, -32%, 8.7%, 0.2%, i, 61, +, 3.2*, -17%
- Cc1ccc2c(c1)N(C(C)C(=O)NCc1ccccn1)C(=O)CO2 (configuration not stated)
  5%, 17%, -1.4, 68, 38%, 2.9%, -0.1%, i, 34, i, 0.1, 9%
- O=C(COc1ncnc2scc(-c3ccc(F)cc3)c12)NCc1ccco1
  4%, 1%, 1.5, 50, -12%, 4.3%, -0.1%, i, 20, i, 0.7, 11%
- CN1C(=O)N(C)C2(c3ccccc3)N(C(C)(C)C)C(=O)NC12c1ccccc1 (configuration not stated)
  -16%, 12%, 0.7, 47, 18%, 5.9%, -0.2%, i, 32, i, 0.3, -6%
- COc1ccccc1N1CCN(Cc2cc(=O)c(OCC#N)co2)CC1
  1%, 6%, -1.0, 68, -11%, 2.7%, 0.2%, i, 36, i, 1.3, 15%
- COc1ccc(C2N(C(=O)c3ccccc3)CCN2C(=O)c2ccc(C)cc2)cc1 (configuration not stated)
  -1%, 11%, 0.3, 49, 6%, 1.7%, -0.1%, i, 41, i, 1.6, -5%
- CCc1nc(C)cn1S(=O)(=O)c1ccc(Br)cc1
  -18%, 17%, -0.3, 54, 20%[20 µM], 0.3%, -0.2%, i, 54, i, 0.2, 0%
- O=C(CNCc1cccs1)Nc1ccc(S(=O)(=O)N2CCCCC2)cc1
  -23%, 13%, 3.3, 45, 9%, -3.9%, 0.5%, i, 65, i, 1.2, -3%
- Cc1nc(-c2ccccc2)c(-c2ccccc2)[nH]1
  -13%, 17%, -0.3, 37, -4%, -5.4%, 0.0%, i, 28, i, 0.4, 2%
- COc1ccccc1-c1nn2c(=O)cc(C)nc2s1
  -39%, -13%, -0.2, 75, 0%, 1.6%, 0.0%, i, 19, i, 1.0, 8%
- CN1CCN(Cc2nc(Cc3ccccc3)no2)CC1c1ccccc1 (configuration not stated)
  20%, 6%, -2.0, 54, -5%, -2.6%, 0.0%, i, 54, i, 1.2, 10%
- CCn1c(=N)n(CC(=O)C(C)(C)C)c2ccccc21
  1%, -5%, -0.5, 52, 62%, 9.3%, -0.1%, i, 44, i, 13, 8%
- CCCCC(=O)Nc1ccc(NC(=S)NC(=O)CC(C)C)cc1OC
  39%, 10%, -2.3, 35, ·, -0.4%, -0.4%, i, 32, i, 0.6, 7%
- Cc1cccc(-c2nc(CS(=O)CC(=O)NC3CCCC(C)C3C)c(C)o2)c1 (configuration not stated)
  -3%, -4%, 6.4, 70, -2%[20 µM], ·, -0.1%, i, 21, i, 5.3, -2%
- CC(C)(C)OC(=O)N[C@@H](COCc1ccccc1)C(=O)N[C@@H](CO)[C@H](O)[C@@H]1C[C@@H]1C(=O)NC1CC1
  -8%, 4%, -4.3, 90, -29%[20 µM], -3.8%, 0.2%, i, 14, i, 1.0, 12%
- COCCOc1ccc(C(F)(F)F)cc1NC(=O)c1ccccc1F
  -47%, 9%, 0.9, 45, 2%, -3.4%, 0.1%, i, 16, i, 0.6, 3%
